MEKK3 PB1 HTS: modulators (inhibitors or enhancers) of MEK5 binding to human MEKK3 PB1 domain. AID 1529. bead-based flow cytometry, Alexa488-MEK5 binding to MEKK3; actives lie on both sides; 0 = blocked by unlabeled MEK5, 100 = vehicle. binding response (% of control), % at 10 µM. 290,000 tested, 1.4% active;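 active = binding response more than 3 SD above or below the average of its plate-row segment, actives on both sides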;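 note: Alexa488 bead fluorescence after subtracting the streptavidin-only scavenger bead signal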
GalR3 antagonist: human GalR3 antagonism; O60755; HEK293 GalR3-CNG cAMP membrane potential fluorescence; galR3 body fused to GalR1 C-terminus; inhibition, % at 3 µM; 360,000 tested, 0.44% active;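 active = inhibition above the screen-wide average plus 3 SD, cut at about 13% in these data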;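 note: forskolin and galanin both at EC90 stimulate the cells; cAMP rise reported by CNG channel membrane potential dye signal; 0% = forskolin plus galanin with DMSO and 100% = forskolin alone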
Target sequence (O60755 1-299 limits assumed): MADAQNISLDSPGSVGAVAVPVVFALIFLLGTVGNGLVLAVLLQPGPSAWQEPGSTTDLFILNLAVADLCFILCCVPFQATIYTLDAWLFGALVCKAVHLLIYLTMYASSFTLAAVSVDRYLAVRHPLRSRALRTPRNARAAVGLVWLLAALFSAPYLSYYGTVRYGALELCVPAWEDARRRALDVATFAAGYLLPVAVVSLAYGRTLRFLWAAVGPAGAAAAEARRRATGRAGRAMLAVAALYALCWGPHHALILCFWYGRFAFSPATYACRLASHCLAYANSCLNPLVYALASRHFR
CHRM4 PAM: potentiates acetylcholine response at human M4 receptor. P08173. CHO-K1 hM4/Gqi5, Fluo-8 calcium fluorescence, ACh EC20; 0% = ACh EC20, 100% = maximal ACh. activation, % at 3 µM. 360,000 tested, 0.4% active;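 active = activation above its plate's cutoff, the mean activation of sample wells plus 3 SD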; note: some results filed as inactive read as strong as hits
Target sequence (P08173 whole entry, looked up): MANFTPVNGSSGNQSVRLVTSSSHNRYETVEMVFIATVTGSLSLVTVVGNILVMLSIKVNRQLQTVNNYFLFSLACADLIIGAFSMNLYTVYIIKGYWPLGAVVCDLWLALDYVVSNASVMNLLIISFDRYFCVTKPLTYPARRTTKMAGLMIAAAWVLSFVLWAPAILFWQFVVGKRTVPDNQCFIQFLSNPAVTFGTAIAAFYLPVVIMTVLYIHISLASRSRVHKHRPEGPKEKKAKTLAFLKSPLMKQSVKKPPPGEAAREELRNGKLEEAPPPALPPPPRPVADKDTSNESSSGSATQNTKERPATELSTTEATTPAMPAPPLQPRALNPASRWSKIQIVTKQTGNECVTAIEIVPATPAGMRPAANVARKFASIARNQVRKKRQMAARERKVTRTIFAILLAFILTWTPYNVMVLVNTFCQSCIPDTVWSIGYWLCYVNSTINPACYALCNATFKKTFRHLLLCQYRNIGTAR
PHOSPHO1 inh: PHOSPHO1 (human) inhibition; recombinant PHOSPHO1, absorbance phosphatase assay; inhibition, % at 13.3 µM; 290,000 tested, 1.1% active; AID 1565; in the data active = inhibition above about 60%
Target sequence (Q8TCT1 whole entry, looked up): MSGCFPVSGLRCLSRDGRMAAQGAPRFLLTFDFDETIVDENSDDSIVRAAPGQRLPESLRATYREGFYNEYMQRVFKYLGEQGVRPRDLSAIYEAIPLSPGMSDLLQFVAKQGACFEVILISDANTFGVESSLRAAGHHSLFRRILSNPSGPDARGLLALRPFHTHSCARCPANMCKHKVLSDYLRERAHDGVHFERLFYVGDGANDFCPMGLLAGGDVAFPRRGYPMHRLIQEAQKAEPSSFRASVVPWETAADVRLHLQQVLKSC
pCIP destab: compounds decreasing mouse p/CIP protein stability; decrease of EGFP signal, % at 10 µM; Q05BA5; F442A p/CIP-EGFP cells, EGFP fluorescence, 16 h; 290,000 tested, 0.01% active;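 active = EGFP signal decrease of at least 30% at 10 µM or well 3 SD below plate mean, unless failing retest; inactive = the rest, including hits failing retest or dose response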; note: some compounds called inactive have numbers as strong as hits; many of its hits are not listed in these tables
IDE act: boosts human insulin-degrading enzyme activity in HEK cells | P14735 | 340,000 tested, 0.073% active | activation, % at 5.96 µM | FAbeta-B cleavage, fluorescence polarization; 0% vehicle, 100% cell-free pure enzyme wells;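 active = activation above the mean of all tested compounds plus 3 SD, set per screening campaign, cut at about 17% in these data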
IDE cell inh: inhibitors of human insulin-degrading enzyme in cells; P14735; HEK cells, FAbetaB cleavage, fluorescence polarization; inhibition, % at 5.59 µM; 320,000 tested, 0.41% active; AID 434962;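 active = percent inhibition above the average of all tested compounds plus 3 SD, set per screening campaign, cut at about 16% in these data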;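 note: IDE supplied by intact live HEK cells; FP after avidin binding of uncleaved biotin substrate so inhibition keeps polarization high; 0% = DMSO wells and 100% = 60 µM reference IDE inhibitor Ii1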
CRFBP-R2 block: blocks CRF-induced signaling of the CRF-BP/CRF-R2 complex; HEK293 CRF-R2/CRF-BP, CRF-induced calcium fluorescence; inhibition, % at 11.8 µM; 350,000 tested, 0.59% active;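 active = inhibition of the ligand-induced calcium signal above about 50% at the single tested concentration, limit read from the data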
CRFR2-BP ag: CRF-BP/CRF-R2 complex agonism | HEK293 CRF-R2/CRF-BP, calcium dye fluorescence (FLIPR); percent of saturating CRF peptide response | activation, % at 13.2 µM | 350,000 tested, 0.46% active | AID 588473;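 active = activation of at least 50%, plus an integration ratio under a set limit after plate pattern correction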;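 note: plate controls were neutral control wells without compound for no effect and CRF at EC100 for full effect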
An asterisk follows results filed as active; nt = not tested or not shown; [ ] = dose if it differs, or a comment.

SMILES	MEKK3 PB1 HTS	GalR3 antagonist	CHRM4 PAM	PHOSPHO1 inh	pCIP destab	IDE act	IDE cell inh	CRFBP-R2 block	CRFR2-BP ag
CC(=O)c1cccc(-c2ccc3c(=O)[nH]c(Nc4ccccc4)cc3c2)c1	106	-3	-1	nt	nt	0	5	-2	2.9
COc1ccc(CC(=O)O/N=C(\N)c2ccc(OC)cc2)cc1	85	-2	-4	-68	-2	10	1	14	-0.5
COc1cc(NC(=S)NCCN2CCOCC2)cc(OC)c1OC	99	-4	1	41	-7	1	2	20	0.3
Cc1sc2nc(SCC(=O)NCc3ccco3)[nH]c(=O)c2c1C	106	2	5	13	-1	-1	-4	21	0.8
CCN1CCN(C(c2cccc(OC)c2)c2sc3nc(C)nn3c2O)CC1 (stereo unspecified)	102	1	4	4	3	4	-4	27	-0.5
CC(O)CN1CC(O)=C(c2nc3ccccc3s2)C1=N (stereo unspecified)	98	2	6	-1	10	-2	2	20	-1.8
NNC(=O)c1ccncc1	95	-3	-2	8	3	1	3	9	-1.0
Cc1cc(C)cc(N(CC(=O)N2CCN(c3ccccc3)CC2)S(=O)(=O)c2c(C)noc2C)c1	106	-1	0	15	-8	6	-1	-8	1.2
CC(=O)N(CCP(=O)(c1ccccc1)c1ccccc1)Cc1ccco1	102	1	-1	-28	-7	-1	2	3	-2.6
CC12CC3(C)CC(C)(C1)CC(C(=O)NC1=NCCS1)(C2)C3	91	-5	10	nt	nt	0	2	-21	3.0
CSc1nsc(SC)c1NC(=O)N1CCCC1	96	-5	7	46	-8	6	1	8	-2.4
O=C(COC(=O)c1cc[n+]([O-])cc1)Nc1ccc(Br)cc1	nt	-3	9	nt	nt	2	-2	1	-1.1
CCC(CCC(=O)Nc1cccc([N+](=O)[O-])c1)C(=O)O (stereo unspecified)	93	-6	-2	28	-7	6	5	-12	0.1
COc1ccccc1NC(=O)C1CCCCC1	nt	-2	1	-2	-1	1	1	6	-0.9
O=C(O)CCCn1cc(NC(=O)COc2ccccc2[N+](=O)[O-])cn1	92	-2	4	-16	2	nt	-2	-25	5.3
O=c1[nH]c2c(c(=O)[nH]1)CCC2	100	4	5	24	16	1	0	-9	3.8
CCc1ccc(NC(=O)C2=CC=CN3CCS(=O)(=O)N=C23)cc1	nt	-7	-1	nt	nt	2	-2	5	-0.4
CCc1ccc2[nH]c(=O)c(Cc3ccccc3)c(O)c2c1	101	1	-10	24	5	5	-2	0	0.9
O=C(c1cc(-c2ccccn2)nc2ccc(Cl)cc12)N1CCN(CCc2ccccc2)CC1	-1.0*[inhibitor]	-3	-9	38	-6	8	-3	-28	3.5
COCCn1c(-c2ccc3ccccc3c2)nc2c1c(=O)[nH]c(=O)n2CC(C)C	103	-10	-2	15	-8	4	-5	-22	-0.1
O=C(c1ccccn1)N(c1ccccc1)C1(C(=O)NC2CCCCC2)CCCCC1	95	-2	1	36	2	6	-4	2	1.1
S=c1[nH]nc(Cc2ccccc2)n1-c1ccccc1	102	-5	4	28	-6	-13	1	18	-0.1
CC(=O)c1ccc(N2C(=O)[C@@H]3[C@H](C2=O)[C@H]2c4ccccc4C=NN2[C@@H]3C(C)=O)cc1	95	-6	4	13	2	6	6	16	-1.0
CC1CCCC(NC(=O)C2CCN(S(=O)(=O)N3CCCCCC3)CC2)C1C (stereo unspecified)	94	-4	-6	19	17	-2	1	-16	-1.5
COc1ccc([N+](=O)[O-])cc1NC(=O)CC(c1ccccc1)c1ccccc1	104	-3	-16	13	-2	2	-5	31	-2.3
SMILES	MEKK3 PB1 HTS	GalR3 antagonist	CHRM4 PAM	PHOSPHO1 inh	pCIP destab	IDE act	IDE cell inh	CRFBP-R2 block	CRFR2-BP ag
O=C1CSC(=S)N1N=Cc1ccccc1O	nt	-6	1	nt	nt	-6	nt	-16	-0.1
Cc1ccc(C(=S)N2CCCCCC2)cc1	97	-9	-4	24	-13	3	6	-6	-0.1
COc1ccc2c(c1OC)C(=O)N(c1nccs1)C2	99	-2	8	-12	0	6	4	9	-2.6
COCCNc1nc2ccccc2n2cnnc12	96	-11	-4	20	0	3	3	-7	0.4
COc1cccc(C(=O)NCCSc2ccc(F)cc2)c1	102	-7	-6	16	1	-7	-5	2	-0.2
Cc1csc(NC(=O)CSc2nc3ccccc3c(=O)[nH]2)n1	89	-1	19	-16	4	-1	11	5	1.6
CCCOc1ccc(C(=O)NCCCn2ccnc2)cc1	102	3	-3	17	-16	2	2	43	-0.3
CN(c1ccc(F)cc1)S(=O)(=O)c1ccc(Cl)c(C(=O)NC2(C)CCS(=O)(=O)C2)c1 (stereo unspecified)	nt	-3	0	nt	nt	5	-4	-1	-2.4
CCCCC(=O)NCc1ccc2c(c1)cc(C)n2C	93	0	1	45	-14	4	3	2	6.8
CC(C)C/C=C1\CCc2c([nH]c3ccccc23)C1=O	102	-5	21*	28	-9	0	2	-6	-1.0
O=C(NCCc1ccccc1)C1CCCN(c2nc3ccccc3s2)C1 (stereo unspecified)	98	-7	-4	27	-9	0	-3	-20	1.2
CCOC(=O)c1c(NC(=O)CCNCc2ccco2)sc2c1CCC2	105	nt	nt	24	-2	nt	4	-1	-2.2
CCOc1ccc(CN(CC)C(=O)Cc2c[nH]c3ccccc23)cc1OC	104	-6	-2	4	7	0	5	6	0.2
CCC1(CC)SC(N)=NC1=O	nt	-4	9	nt	nt	3	nt	11	2.0
Cc1cc(C)n2cc(CSc3nnc(-c4ccccc4)c(-c4ccccc4)n3)nc2n1	nt	-1	0	nt	nt	7	nt	18	-1.0
CCOC(=O)c1c(C)[nH]c(C)c1C(=O)COC(=O)c1cccc(S(=O)(=O)N(CC)CC)c1	nt	0	-6	-9	-4	3	0	5	-1.7
CCCCNC(=O)c1cc2n(n1)C(C(F)(F)F)CC(c1ccccc1)N2 (stereo unspecified)	100	-7	4	-37	-1	1	-5	3	2.5
O=C(COc1ccc(Cl)cc1)NNC(=O)C(=O)NC1CCCCC1	95	-4	5	4	3	0	-5	-4	-1.1
Cc1cc(C)c(C)c(S(=O)(=O)N[C@@H](C)C(=O)OCc2cc(=O)n3cc(Br)ccc3n2)c1C	102	-2	-11	26	1	0	3	-63	1.7
Cc1ccc(Cn2cccc(NS(C)(=O)=O)c2=O)cc1	101	-10	-4	24	-7	-5	nt	8	2.2
CC(c1nccs1)N(C)C(=O)c1ccc(OC2CCN(CCc3ccccc3)CC2)cc1 (stereo unspecified)	98	-4	-16	19	-16	3	-2	-3	-0.2
Cc1c(CN2CCN(C)C(CCO)C2)[nH]c2c(Cl)cccc12 (stereo unspecified)	106	-8	5	34	-6	3	1	-28	1.1
CC(C)(C)c1ccc(OCCC(=O)NNC(=O)c2ccncc2)cc1	nt	-4	-2	nt	nt	6	0	13	0.1
CC(C(=O)NCc1ccccc1)N1C(=O)c2ccccc2C1=O (stereo unspecified)	101	-4	3	25	-4	-1	-1	18	-0.5
O=C(CCN1C(=O)c2cccc3cccc(c23)C1=O)N1CCN(c2ccccc2F)CC1	106	-3	5	42	-4	0	-4	5	3.0

Look-ups from the entries so far:
O=C(O)CCCn1cc(NC(=O)COc2ccccc2[N+](=O)[O-])cn1 | GalR3 antagonist: -2
Cc1cc(C)cc(N(CC(=O)N2CCN(c3ccccc3)CC2)S(=O)(=O)c2c(C)noc2C)c1 | CRFR2-BP ag: 1.2

(cont.)
SMILES	MEKK3 PB1 HTS	GalR3 antagonist	CHRM4 PAM	PHOSPHO1 inh	pCIP destab	IDE act	IDE cell inh	CRFBP-R2 block	CRFR2-BP ag
COc1ccc2c(c1)Cc1sc(NC(=O)c3ccco3)nc1-2	104	-2	27*	-107	-4	6	5	-14	5.4
Cc1ccc(N2CCN(S(=O)(=O)c3ccc4oc(=O)ccc4c3)CC2)cc1Cl	103	-10	2	32	0	4	1	-1	0.3
O=C(COC(=O)c1cc([N+](=O)[O-])ccc1N1CCOCC1)Nc1ccc(Cl)cc1	101	-2	-5	48	-22	6	3	-4	-0.9
Cc1ccc2nc(SCCC#N)nc(C)c2c1	102	-2	0	10	-2	-5	-2	6	-1.5
O=C(Nc1ccccc1Br)C1CCN(C(=O)Cc2ccccc2)CC1	99	8	7	3	-6	4	8	-10	-0.1
Cc1cc(NC(=S)N(Cc2cccc(Br)c2)CC2CCC(C(=O)O)CC2)ccc1Cl (stereo unspecified)	100	-5	8	-19	4	9	nt	1	-4.0
O=C(O)/C=C/C(=O)Nc1c(F)cccc1F	98	0	1	16	-10	-1	3	11	-1.7
Cc1ccccc1NC(=O)CNC(=O)N1CC(=O)Nc2ccccc21	nt	-3	6	nt	nt	nt	nt	31	-2.2
CCC(CC)N1CCN(C(=O)c2cccc(Cl)c2)CC1	103	-3	-2	nt	0	3	0	6	-0.3
CC(=O)OCC1OC(n2cc(F)c(=O)[nH]c2=O)C(OC(C)=O)C1OC(C)=O (stereo unspecified)	nt	-1	-1	nt	nt	3	5	2	0.1
CC(=O)N(c1ccccc1)c1c(F)c(F)c(F)c(F)c1F	101	2	25	-4	-1	5	4	-18	0.0
CCOc1ccc(OCCC(=O)N(CC)CC(=O)Nc2c(F)cccc2F)cc1	nt	5	3	nt	nt	5	-2	3	-3.7
CN(C)S(=O)(=O)c1ccc(C(=O)Nc2nnc(SCc3cccc(F)c3)s2)cc1	104	4	12	1	5	3	6	11	3.6
O=S(=O)(c1ccccc1)[C@@]1(c2ccc(Br)cc2)C[C@@H]2ON=C(c3cccc(Br)c3)[C@@H]2C1	nt	-2	0	nt	nt	3	1	-7	3.0
CC1=[N+]([O-])C(C)(C)N(O)C1(C)C	113	-3	2	16	-11	6	-1	-143	152*
COc1cc2c(cc1OC)C(c1cc(Br)ccc1O)N(C(C)=O)CC2 (stereo unspecified)	nt	1	-2	nt	nt	7	-3	1	0.4
Cc1ccc(C(=O)N[C@H](C(=O)OCC(=O)NC2CCS(=O)(=O)C2)C(C)C)cc1 (stereo partly specified)	132*	-4	-1	14	-4	7	7	2	0.1
COc1ccc(OC)c(NC(=O)COC(=O)CCCN2C(=O)c3ccccc3C2=O)c1	110	-1	-1	7	-2	2	9	-4	0.8
O=C(NC1CCCCCC1)C1CCCN(S(=O)(=O)c2cccs2)C1 (stereo unspecified)	110	-4	9	7	-8	4	7	-28	0.3
CCOc1cc(/C=N/NC(=O)c2c(C)nc3ccc(Cl)cn23)ccc1O	nt	1	8	nt	nt	nt	nt	11	-0.9
O=C(/C=C/c1ccco1)N1CCN(S(=O)(=O)c2cccc([N+](=O)[O-])c2)CC1	nt	-6	4	nt	nt	-1	0	5	-1.4
CCOc1ccc2nc(SCc3cccc(C)c3)nc(C)c2c1	102	-9	-4	-33	-26	-2	-6	-13	5.7
Cc1csc2nc(CSc3nc4ccccc4o3)cn12	97	-1	-4	61*	-4	-1	1	13	1.6
CCCCOP(=O)(c1ccc(N(C)C)cc1)C(O)c1c(Cl)cccc1Cl (stereo unspecified)	103	-11	2	28	5	3	4	-3	-1.4
COC(=O)C[C@@H]1C[C@H]2c3cc(NS(=O)(=O)c4ccccc4)ccc3O[C@H]2[C@@H](CO)O1	nt	-1	1	nt	nt	nt	nt	-3	5.7
CCCCOC(=O)C1=C(C)N(C)C(=O)NC1c1cc2c(cc1Br)OCO2 (stereo unspecified)	nt	-7	-4	nt	nt	nt	nt	1	-0.7
COc1ccc(/C=N/NC(=O)c2nc(-c3ccccc3)n(-c3ccccc3)n2)cc1OC	151*	2	-9	6	-5	4	1	16	-1.7

Screening results (PubChem BioAssay)
